Sm TGR block: inhibitors of Schistosoma mansoni thioredoxin glutathione reductase | purified TGR, DTNB reduction, TNB absorbance 405 nm | Potency, µM (titrated, usually from 114 µM), without a hit: at the highest dose activity change, negative = inhibition, most hits filed as inhibitors | 360,000 tested, 3% active; also: nearly all actives have a fitted effect of over 60% in size
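TGR 20 nM + NADPH 100 uM (dispensed conc.), cpd preinc 15 min RT; start with NADPH (500 uM addition) then DTNB (15 mM addition). Kinetic TNB absorbance, 405 nm filter. Four-parameter Hill fit across titration.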
LmPK inh: LmPK (Leishmania mexicana) enzyme inhibition; purified LmPK, Kinase-Glo ATP luminescence, 1 h; 290,000 tested, 0.37% active; Potency, µM (doses to about 57.5 µM), for the others: at the top dose activity change, negative = inhibition, actives largely listed as inhibitors; AID 1721
Target sequence (Q27686 whole entry, looked up): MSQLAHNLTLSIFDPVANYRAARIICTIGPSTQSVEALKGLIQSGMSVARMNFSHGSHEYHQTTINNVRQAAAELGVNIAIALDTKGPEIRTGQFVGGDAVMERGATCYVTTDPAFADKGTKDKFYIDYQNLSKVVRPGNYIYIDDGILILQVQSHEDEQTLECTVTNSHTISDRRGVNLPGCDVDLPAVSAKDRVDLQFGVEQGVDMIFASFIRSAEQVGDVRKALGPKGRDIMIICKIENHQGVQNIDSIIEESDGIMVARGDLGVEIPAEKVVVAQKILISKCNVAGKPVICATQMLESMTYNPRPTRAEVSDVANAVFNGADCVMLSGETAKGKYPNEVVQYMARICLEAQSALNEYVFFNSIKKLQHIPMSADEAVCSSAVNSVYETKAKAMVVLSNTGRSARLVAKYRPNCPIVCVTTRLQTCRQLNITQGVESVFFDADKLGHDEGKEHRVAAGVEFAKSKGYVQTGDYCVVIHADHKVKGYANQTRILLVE
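Purified LmPK (0.1 nM) with 0.5 mM PEP and 0.1 mM ADP in imidazole buffer pH 7.2 with MgCl2/KCl, 1 h at room temperature. ATP formed was read by luciferase luminescence and normalized to no-enzyme and uninhibited controls.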
Pf growth 96h: P. falciparum growth inhibition at 96 hours. P. falciparum luciferase reporter growth, 96 h. Potency, µM (series often up to 28.7 µM), for the others: top-dose activity change, negative = inhibition, hits mostly inhibitors. 320,000 tested, 6.9% active. AID 504834
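Infected RBCs, 2% Hct / 0.05% parasitemia final; luciferase-reporter P. falciparum; cpd 96 h, 37 C, 5% CO2; luciferase detection reagent; luminescence.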
HCV inhibitor: inhibitors of hepatitis C virus infection. Huh7.5.1 HCVcc-Cre infection, luciferase reporter, 44 h. Potency, µM (series often up to 41.8 µM), for the others: top-dose activity change, negative = inhibition, hits mostly inhibitors. 340,000 tested, 3.4% active
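After 44 h co-culture of compound, cells and HCVcc-Cre (~0.5 moi), substrate is added for 15 min at room temperature and luciferase measured over 15 sec. Cells were seeded at 1,000/well and pre-cultured 4 h.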
Tb PYK inh: T. brucei pyruvate kinase inhibition. TbPYK enzyme, Kinase-Glo Plus ATP luminescence, 45 min. Potency, µM (highest dose often 76.8 µM), inactives show at the top dose activity, negative = inhibition, most hits filed as inhibitors. 410,000 tested, 0.12% active. AID 624173; also: nearly all actives have a fitted effect of over 50% in size
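Assay buffer: 50 mM TEA pH 7.2, 100 mM KCl, 10 mM MgCl2, 0.05% BSA, 0.01% Tween-20. Pyruvate kinase from T. brucei plus substrate met compound, then ADP (130 uM final). Luminescence was read post 45 min RT.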
Pf growth 48h: inhibits P. falciparum growth in the first generation, 48 h; P. falciparum luciferase growth in erythrocytes, 48 h; 310,000 tested, 5.9% active; Potency, µM (top dose mostly 28.7 µM), inactives show at the highest dose activity change, negative = inhibition, actives largely listed as inhibitors
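First compound was added to culture medium, then infected red cells at 0.1% parasitemia and 2% hematocrit (final). After incubation at 37 C under 5% CO2, luciferase detection reagent was dispensed and light output recorded.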
* marks the source's active call; other numbers are inactive results; i = inactive; ? = inconclusive; nt = no result given; [ ] = remark or other dose. Calls follow the shape of the dose curve; as a rule, active = well fitted curve in the direction sought with a large enough effect; inconclusive = small, poorly fitted or top-dose-only effect, or another doubt; inactive = no such curve, though single readings can be large; an effect the other way counts as inactive or inconclusive. % is scaled to controls: 0 for no effect and ±100 for the full control effect; potency is read from the fitted curve at half-maximal effect. No enrichment for hits; 16% or so of the library scored in one or more.

SMILES	Sm TGR block	LmPK inh	Pf growth 96h	HCV inhibitor	Tb PYK inh	Pf growth 48h
CCOc1ccc(C(=O)Nc2cc(S(=O)(=O)Nc3ccccc3Cl)ccc2N2CCOCC2)cc1	2%	1%	2.6µM*	?	5%	?
Cc1ccc(NC(=O)C2CCCN(S(=O)(=O)c3cccnc3)C2)c(C)c1 (centres undefined)	1%	-10%	-13%	2%	1%	?
CCOc1cc(C(=S)N2CCCCC2)ccc1OCC(=O)NCc1ccccc1	-5%	3%	3.7µM*	?	-14%	nt
Cc1cc(/C=N/NC(=O)c2ccncc2)c(C)n1-c1ccccc1	-10%	-3%	?	?	2%	26%
C/C(=N/NC(=O)Cc1cccn1C)c1ccccc1	6%	-2%	28%	-1%	-3%	?
COc1ccccc1CNCC(=O)N1CC(=O)Nc2ccccc21	-14%	-10%	0%	-2%	31%	15%
Cn1c(C(=O)N2CCN(C(=O)c3ccco3)CC2)cc2c(=O)n(C)c3ccccc3c21	?	-13%	6%	-17%	-1%	nt
CC(=O)Nc1ccc(S(=O)(=O)N2CCC(NC(=O)c3ccccc3)CC2)cc1	5%	-4%	?	6%	0%	183%[activator]
CC(SC1=NCCS1)C(=O)Nc1nnc(-c2ccc(Br)cc2)s1 (centres undefined)	5%	10%	?	17%	2%	-20%
O=C(C1CCCC1)N1CCCC(Nc2ccccc2)C1 (centres undefined)	-4%	-2%	5%	5%	3%	-12%
CN(C)c1nc(Cl)nc(N(C#N)CCOc2ccccc2)n1	-10%	-9%	141%[activator]	?	1%	?
CCCCC1=CC2=C(c3ccco3)C(=O)C(C)(OC(=O)c3ccc(OC)cc3)C(=O)C2=CN1CC1CC1 (centres undefined)	-20%	-1%[11.5 µM]	?	?	-7%	32%[activator]
CCCCN(C(=O)c1cccc(C)c1)c1c(N)n(CCC)c(=O)[nH]c1=O	-5%	-4%	15%	11%	-4%	8%
COc1cc(C(C)=O)ccc1OC(=O)N(C)c1ccccc1	-1%	-6%	-19%	18%	5%	?
Cc1ccc(CSc2nnc(C)c(=O)[nH]2)cc1	6%	-3%[11.5 µM]	18%	18%	2%	-7%
COc1ccc(CCNC(=O)COC(=O)c2ccc([N+](=O)[O-])o2)cc1	?	nt	9%	-2%	-3%	17%
COC(=O)c1ccc(Nc2nc(C)nc3c2nnn3Cc2ccccc2)cc1	0%	-1%	?	?	-1%	-23%
Nc1ncnc2nc(SCCN3CCCCC3)[nH]c12	5%	-3%	9%	23%	2%	-7%
CCN(CCCn1c(SCC#N)nc2ccccc2c1=O)c1ccccc1	12%	4%	nt	?	8%	?
CCC(Cc1ccccc1)NS(=O)(=O)c1ccc2c(c1)NC(=O)CO2 (centres undefined)	-25%	-7%	?	3%	-7%	2%
Cc1ccc(NC(=O)CN2CCc3ccccc3C2)cc1C	-1%	0%	-4%	?	2%	8%
C=C(C)CNC(=S)NNC(=O)c1cc(C)oc1C	-8%	-1%	19%	2%	8%	14%
COc1ccc(OC)c(S(=O)(=O)NC(N)=NCCc2ccccc2OC)c1	19%	0%	-19%	nt	nt	4%
CC(C)(Oc1ccc(Cl)cc1)C(=O)NCC(c1cccs1)N1CCOCC1 (centres undefined)	1%	nt	?	0%	4%	?
COC(=O)CNC(=O)Cc1c(C)n(C(=O)c2ccc(Cl)cc2)c2ccc(OC)cc12	-9%	2%	10%	-4%	0%	-8%
COc1ccc(OCC(=O)Nc2ccccc2C(=O)N2CCOCC2)cc1	-1%	0%	?	19%	-1%	0%
Cc1ccc(-c2nnn(CC(=O)N3c4ccccc4CCc4ccccc43)n2)cc1	0%	4%	?	?	-6%	10µM*
Cc1noc(C(=O)Nc2ccccc2C(F)(F)F)c1Cl	0%	-6%	-1%	22%	3%	16%
COCCCC1CCN(C(=O)C2CCC(=O)N(C3CCCCCC3)C2)CC1 (centres undefined)	-22%	-8%	25%	nt	1%	-7%
CC(=O)Nc1ccc(NC(=O)COc2ccc(S(=O)(=O)NC(C)c3ccccc3)cc2)cc1 (centres undefined)	-1%	0%	25%	?	1%	?
CN1C(=O)c2ccccc2Sc2ccc(NC(=O)N3CCOCC3)cc21	69%[activator]	-5%	?	-5%	-3%	?
Clc1cccc(Cl)c1Cn1ccc(C2CC2)n1	1%	1%	111%[activator]	5%	2%	i
CCOC(=O)CSc1nc(-c2cccs2)nc2c1c(=O)n(C)c(=O)n2C	4%	2%	24%	10%	-2%	-4%
COc1ccc(NC(=O)COC(=O)c2ccc(OC)c(S(=O)(=O)N3CCCC3)c2)cc1OC	-15%	nt	39%[activator]	-14%	1%	15%
Cc1cc(=O)oc2c1c(C)nn2-c1ccc(Cl)cc1	nt	0%	10%	3%	4%	-15%
CCC(Oc1ccccc1F)C(=O)NCCCn1ccnc1 (centres undefined)	-8%	-5%	24%	-24%	6%	3%
COc1ccc(N(CC(=O)N2CCCC2)S(=O)(=O)c2ccc(NC(C)=O)cc2)cc1	-14%	-3%	13%	25%	-3%	-10%
CCC1(C)SC(NC(C)=O)=NN1C(C)=O (centres undefined)	13%	0%	51%[activator]	-11%	-9%	16%
CC(C)COc1ccc(C(=O)N/C(=C\c2cccc([N+](=O)[O-])c2)C(=O)OC(C)C)cc1	21%	0%	13%	-4%	0%	0.15µM*
Fc1ccccc1CCNc1nnnn1-c1ccccc1	0%	0%	?	-9%	-3%	nt

One compound at a time, from the list above. Screens in order: Sm TGR block | LmPK inh | Pf growth 96h | HCV inhibitor | Tb PYK inh | Pf growth 48h
COC(=O)CNC(=O)Cc1c(C)n(C(=O)c2ccc(Cl)cc2)c2ccc(OC)cc12 is listed with -9% | 2% | 10% | -4% | 0% | -8%
CC(C)COc1ccc(C(=O)N/C(=C\c2cccc([N+](=O)[O-])c2)C(=O)OC(C)C)cc1 is listed with 21% | 0% | 13% | -4% | 0% | 0.15µM*
Clc1cccc(Cl)c1Cn1ccc(C2CC2)n1 is listed with 1% | 1% | 111%[activator] | 5% | 2% | i
Fc1ccccc1CCNc1nnnn1-c1ccccc1 is listed with 0% | 0% | ? | -9% | -3% | nt
Cc1cc(=O)oc2c1c(C)nn2-c1ccc(Cl)cc1 is listed with nt | 0% | 10% | 3% | 4% | -15%

New compounds follow:
SMILES	Sm TGR block	LmPK inh	Pf growth 96h	HCV inhibitor	Tb PYK inh	Pf growth 48h
CCS(=O)(=O)N1CCC(C(=O)Oc2ccc(C(=O)OC)cc2)CC1	-3%	0%	23%	21%	-2%	15%
CC(=O)N1C(=O)N(C(C)=O)C2C1N(C(C)=O)C(=O)N2C(C)=O (centres undefined)	-1%	3%	30%[activator]	17%	4%	?
CCOc1ccccc1CN1CCNC(=O)C1CC(=O)NCCC1=CCCCC1 (centres undefined)	?	-5%	1%	?	-6%	?
Cc1ccc(OCCCCN2CCCC(C)C2)c([N+](=O)[O-])c1 (centres undefined)	1%	-5%	?	?	16%	?
CCOC(=O)c1ccc(NC(=S)N(CCCN2CCN(CC)CC2)Cc2ccco2)cc1	7%	-3%	9%	?	0%	?
CC1CCN(C(=O)CCNS(=O)(=O)c2ccc3c(c2)c(=O)n(C)c(=O)n3C)CC1	-1%	-1%	46%[activator]	7%	0%	-3%
O=C(CSc1cccc2cccnc12)Nc1ccc(S(=O)(=O)N2CCOCC2)cc1	-19%	3%	-9%	-28%	-7%	12µM*
CC(=O)C1C(c2ccccc2)c2c(n[nH]c2C)CC1(C)O (centres undefined)	-1%	3%	?	5%	2%	-4%
CC(=O)Nc1ccc(SCC(=O)N(C)C2CCS(=O)(=O)C2)cc1 (centres undefined)	6%	6%	34%[activator]	2%	5%	44%[activator]
COC(=O)c1cc(S(=O)(=O)NCCc2cccc(C)c2)cn1C	-22%	4%	19%	7%	-28%	23%
Cc1cccc(OCC(=O)NCC2CCCO2)c1C (centres undefined)	nt	1%	14%	30%	-10%	0%
Cc1ccc(C(=O)NCCCNC(=O)c2ccc(Cl)cc2)cn1	-8%	0%	?	?	2%	-11%
O=[N+]([O-])c1ccccc1NCc1c(O)ccc2ccccc12	1.8µM*	6%	?	?	0%	?
NC(=O)[C@@H]1CCCN1C(=O)c1ccc2nc(Cc3ccccc3F)oc2c1	5%	-3%	-26%	9%	2%	11%
O=C(/C=C/Nc1ccc(Oc2ccccc2Cl)cc1)c1ccco1	nt	-11%	-27%	-27%	3%	?
CCOc1ccc(-c2cnc(N)n2C)cc1	-8%	0%	23%	-7%	-2%	15%
CCOc1cc(/C=N\NC(=O)C2C(=O)NCC2c2ccccc2)ccc1OC (centres undefined)	-6%	2%	-6%	?	5%	-11%
Cc1ccc(N=C2C(=O)Nc3ccccc32)cc1C	0%	6%	-16%	20%	0%	-14%
COc1ccc(Nc2cccc3ccccc23)cc1	?	nt	?	-26%	-1%	?
CCC(C(=O)Nc1ccc(C(C)C)cc1)c1ccccc1 (centres undefined)	nt	-2%	?	0%	0%	?

Structures listed so far that contain a furan ring, fused or not (six):
SMILES	Sm TGR block	LmPK inh	Pf growth 96h	HCV inhibitor	Tb PYK inh	Pf growth 48h
Cn1c(C(=O)N2CCN(C(=O)c3ccco3)CC2)cc2c(=O)n(C)c3ccccc3c21	?	-13%	6%	-17%	-1%	nt
CCCCC1=CC2=C(c3ccco3)C(=O)C(C)(OC(=O)c3ccc(OC)cc3)C(=O)C2=CN1CC1CC1 (centres undefined)	-20%	-1%[11.5 µM]	?	?	-7%	32%[activator]
COc1ccc(CCNC(=O)COC(=O)c2ccc([N+](=O)[O-])o2)cc1	?	nt	9%	-2%	-3%	17%
C=C(C)CNC(=S)NNC(=O)c1cc(C)oc1C	-8%	-1%	19%	2%	8%	14%
CCOC(=O)c1ccc(NC(=S)N(CCCN2CCN(CC)CC2)Cc2ccco2)cc1	7%	-3%	9%	?	0%	?
O=C(/C=C/Nc1ccc(Oc2ccccc2Cl)cc1)c1ccco1	nt	-11%	-27%	-27%	3%	?

(continued)
SMILES	Sm TGR block	LmPK inh	Pf growth 96h	HCV inhibitor	Tb PYK inh	Pf growth 48h
COc1ccc(Cl)cc1S(=O)(=O)N1CCN(Cc2ccc3c(c2)OCO3)CC1	-6%	3%	27%	-12%	6%	?
CCCc1nn(C)c2c(=O)[nH]c(-c3cc(S(N)(=O)=O)ccc3OCC)nc12	-2%	-2%	-16%	-15%	-2%	-12%
Cc1csc(=O)n1CCC(=O)OCC(=O)NNC(=O)c1ccc(Br)cc1	-31%	nt	-27%	7%	-5%	?
O=C(c1cc2ccccc2oc1=O)N1CCN(CCc2ccccc2)CC1	-22%	-1%	9.3µM*	6%	4%	7%
COc1ccc(C(=O)O/N=C/c2c(C(F)(F)F)nn(C)c2SCc2ccccc2Cl)cc1	1%	4%	-1%	?	2%	31%[activator]
COc1cccc(N2CCN(C(=O)c3ccc4nc(N5CCCCC5)sc4c3)CC2)c1	-2%	1%	?	-11%	2%	nt
CCN1CCc2c(sc(NC(=O)c3ccc(S(=O)(=O)N4CCCC4)cc3)c2C(=O)NC)C1	-9%	6%	15µM*	-14%	-5%	10µM*
O=C(NC(=S)Nc1ccc(Cl)c(C(=O)O)c1)c1ccc(OCc2ccccc2)cc1	-24%	2%	-5%	3%	-12%	2%
CC1CC(C)CN(CCC(=O)Nc2ccc(Br)cc2)C1 (centres undefined)	-3%	5%	7.4µM*	?	-3%	-7%
COc1ccc(CNCC(=O)Nc2ccccc2-n2cccc2)cc1	-16%	0%	11%	-17%	14%	0%
CCOC(=O)c1ccc(S(=O)(=O)N2CCN(C(=O)C3CSC4(C)CCC(=O)N34)CC2)cc1 (centres undefined)	-1%	nt	?	7%	1%	?
CC(C)(C)c1ccc(-c2nc(C#N)c(NCCCn3ccnc3)o2)cc1	0%	6%	8.3µM*	0%	-4%	?
CC(C)[C@H](NC(=O)c1ccccc1)C(=O)OCC(=O)N1CC(=O)Nc2ccccc21	4%	1%	2%	-9%	-5%	11%

Screens as filed in PubChem BioAssay.
